# Screens from PubChem BioAssay.
# TbMetRS inhib – T. brucei MetRS inhibitors, primary screen, biochemical, luminescence; inhibition, % at 11.9 µM; purified T. brucei MetRS, ATP depletion, Kinase-Glo luminescence; AID 624268, 2012; 360,000 compounds, 0.4% hits;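 active = inhibition above a per-plate cutoff of the control wells' mean inhibition plus 3 SD, cut at about 5.5% in these data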;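 also: 0% = DMSO wells median and 100% = median of wells with control inhibitor compound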
#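 Assay system: T. brucei methionyl-tRNA synthetase, purified | Medium: HEPES buffer with MgCl2, KCl, DTT, spermine, BSA, pyrophosphatase | Compound: 11.9 µM single point | Incubation: 15 min enzyme-compound preincubation, 2 h reaction, 10 min detection, 25 °C | Measured by: Kinase-Glo luciferase luminescence reporting remaining unconsumed ATP | Measure: % inhibition normalized to control-well medians | Replication: Singlicate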
# STEP inh – STEP phosphatase inhibitors, primary screen, biochemical, fluorescence intensity, uHTS; Tyrosine-protein phosphatase non-receptor type 5 (Homo sapiens), P54829; recombinant STEP, OMFP fluorogenic substrate; inhibition, % at 20 µM; 360,000 compounds, 0.25% hits; AID 588621, 2011;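 active = inhibition at 20 µM, scaled per plate between control wells, above about 37%, limit read from the data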;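 also: 0% = DMSO with enzyme and substrate and 100% = substrate only without enzyme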
#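 System: isolated STEP enzyme; schedule: 20 min enzyme reaction at room temperature, protected from light; medium: Bis-Tris buffer pH 6.0, 2.5 mM DTT, 0.005% Tween 20; signal: fluorescence, 480/540 nm; dosing: single compound dose of 20 µM, 1% DMSO final; also added: OMFP substrate, 25 µM final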
# SUMO1 PPI mod – modulators of SUMO1 protein-protein interactions, primary screen, biochemical, uHTS. Small ubiquitin-related modifier 1 (Homo sapiens), P63165. SUMO1 binding to a labelled peptide, TR-FRET, 1 h. inhibition, % at 20 µM. 360,000 compounds, 0.33% hits; in the data active = inhibition above about 37%
# Target sequence (P63165 whole entry, looked up): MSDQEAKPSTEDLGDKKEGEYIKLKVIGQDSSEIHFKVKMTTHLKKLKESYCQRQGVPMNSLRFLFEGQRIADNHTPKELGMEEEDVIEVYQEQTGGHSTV
# Rpn11 block – Rpn11 (PSMD14) deubiquitinase inhibitors, primary screen, biochemical, fluorescence polarization, uHTS; 26S proteasome non-ATPase regulatory subunit 14 (Homo sapiens), O00487; human 26S proteasome, Ub4-pepOG fluorescence polarization; 20S core pre-blocked with epoxomicin; calls only at 20 µM; 360,000 compounds, 0.59% hits;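 active = inhibition at 20 µM, scaled to each plate's controls, above about 33%, limit read from the data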
# Scp-1 inhibitor – Scp-1 phosphatase inhibitors, primary screen, biochemical, colorimetric, uHTS; Carboxy-terminal domain RNA polymerase II polypeptide A small phosphatase 1 (Homo …; inhibition, % at 20 µM; Recombinant Scp1, phosphopeptide, malachite green phosphate absorbance; 340,000 compounds, 0.88% hits;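 active = inhibition above about 50% at 20 µM, limit read from the data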;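 also: plate controls were DMSO wells with enzyme for no effect and wells lacking enzyme for full effect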
# Target sequence (Q9GZU7 76-261 limits assumed): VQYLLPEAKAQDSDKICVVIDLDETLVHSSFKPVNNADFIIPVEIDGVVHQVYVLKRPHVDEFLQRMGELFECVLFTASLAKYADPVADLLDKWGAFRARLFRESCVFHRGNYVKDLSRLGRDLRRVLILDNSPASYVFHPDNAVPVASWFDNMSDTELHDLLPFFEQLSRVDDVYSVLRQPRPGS
#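 System: SCP-1 catalytic domain; Reagent: Phospho 17-mer peptide substrate; Doses: one concentration, 20 µM, with 1.0% DMSO; Incubation: 45 min room-temperature reaction, 5 min colour, 30 min stabiliser; Signal: Phosphate-binding colour reagent, absorbance read at 630 nm.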
# LMPTP block – LMPTP phosphatase inhibitors, primary screen, biochemical, fluorescence intensity, uHTS. Low molecular weight phosphotyrosine protein phosphatase (Homo sapiens), P24666. recombinant LMPTP-A, OMFP fluorogenic substrate. inhibition, % at 20 µM. 360,000 compounds, 0.22% hits;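 active = compounds that cut the enzyme signal by at least half of the control window in the single-dose screen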;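 also: plate controls were DMSO wells with enzyme plus substrate for no effect and substrate without enzyme for full effect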
# Target sequence (P24666 whole entry, looked up): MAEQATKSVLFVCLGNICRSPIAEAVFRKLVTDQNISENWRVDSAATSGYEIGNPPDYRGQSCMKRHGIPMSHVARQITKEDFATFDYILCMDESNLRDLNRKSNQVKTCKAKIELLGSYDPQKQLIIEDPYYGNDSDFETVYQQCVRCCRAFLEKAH
#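 test system = LMPTP-A | amount = 0.625 nM LMPTP-A final | reagent = fluorogenic phosphatase substrate OMFP at 400 µM final | incubation = 50 min at room temperature | benchmarks = no-enzyme low control, uninhibited high control | medium = Bis-Tris pH 6.0, DTT, detergent | signal = fluorescence intensity of OMFP turnover product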
# NadD block – inhibitors of S. aureus NadD, primary screen, biochemical, colorimetric, uHTS; purified NadD enzyme, colorimetric absorbance read-out; inhibition, % at 20 µM; 360,000 compounds, 0.78% hits; AID 602399, 2012; in the data active = inhibition above about 26%; also: some compounds past the cut are filed as inactive
# PABP1 MLLE inh – inhibitors of PABP1 MLLE–PAM2 peptide binding, primary screen, biochemical, fluorescence polarization, FITC-PAM2, GST-MLLE | inhibition, % at 20 µM | 360,000 compounds, 0.36% hits; in the data active = inhibition above about 35%, passing the limit was not always enough;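 also: plate controls were DMSO wells with GST-MLLE for no effect and wells lacking GST-MLLE protein for full effect; some results filed as inactive read as strong as hits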
# CSN deneddyl inh – inhibitors of CSN-mediated cullin deneddylation, primary screen, biochemical, fluorescence polarization, uHTS. COP9 signalosome complex subunit 5 (Homo sapiens), Q92905. Purified CSN, SCF-Nedd8-OG deneddylation. inhibition, % at 12.5 µM. 360,000 compounds, 0.38% hits. AID 651999, 2013;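 active = pattern-corrected inhibition above about 35%, with an unprinted fluorescence ratio check between 0.5 and 1.5, limit read from the data, passing the limit was not always enough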;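 also: 0% = enzyme with substrate and 100% = substrate without enzyme; some results filed as inactive read as strong as hits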
# Target sequence (Q92905 whole entry, looked up, one chain of several): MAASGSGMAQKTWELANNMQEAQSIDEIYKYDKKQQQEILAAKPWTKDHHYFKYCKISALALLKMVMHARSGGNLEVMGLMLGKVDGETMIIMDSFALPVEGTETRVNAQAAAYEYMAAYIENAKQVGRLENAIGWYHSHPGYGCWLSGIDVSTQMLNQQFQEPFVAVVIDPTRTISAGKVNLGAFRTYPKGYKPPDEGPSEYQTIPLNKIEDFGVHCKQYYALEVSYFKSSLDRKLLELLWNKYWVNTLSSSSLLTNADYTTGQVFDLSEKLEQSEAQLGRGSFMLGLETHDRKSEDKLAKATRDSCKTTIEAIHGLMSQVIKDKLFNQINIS
#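 Assay system: Purified human Csn5 enzyme expressed in HEK293T cells | Amount: Enzyme 0.24 nM | Measured by: Fluorescence polarization readout | Medium: Tris/NaCl/DTT buffer, pH 7.5 | Compound dosing: One concentration, 12.5 µM, 0.25% DMSO | Times: 90 min incubation of compound, enzyme and substrate at room temperature | Control set: no-enzyme wells high, enzyme-with-substrate wells low | Read-out: % inhibition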
# DNMT1 block – human DNMT1 methyltransferase inhibitors, primary screen, biochemical, molecular beacon, fluorescence, HinP1I cleavage, uHTS; inhibition (reported as % activation of signal), % at 10 µM; 360,000 compounds, 0.83% hits; AID 588458, 2011; in the data active = inhibition above about 50%
# * hit, by the source's call; i = inactive; / = no result given; + = active, no number.
SMILES,TbMetRS inhib,STEP inh,SUMO1 PPI mod,Rpn11 block,Scp-1 inhibitor,LMPTP block,NadD block,PABP1 MLLE inh,CSN deneddyl inh,DNMT1 block
CCC1=NN2C(=N)/C(=C/c3cc(C)n(-c4ccccc4)c3C)C(=O)N=C2S1,-1.2,-3,-4,i,-1,-2.4,-1,-10,4,2
COc1cc(/C=N/NC(=O)CC2C(=O)NN=C2C)ccc1O (stereo not drawn),-0.4,0,-2,i,-16,-2.6,-1,-13,2,-4
CCCn1c(=NC(C)=O)c(C(=O)OCC)cc2c(=O)n3ccccc3nc21,-1.3,1,-37,i,-5,-0.5,11,-14,2,3
O=C(Nc1ccc([N+](=O)[O-])cc1)C1CC1(c1ccccc1)c1ccccc1 (stereo not drawn),0.2,-1,1,i,-1,-0.3,-7,-8,-13,5
CC(C)COC(=O)C1C2C=CC3(CN(C4CCCC4)C(=O)C13)O2 (stereo not drawn),-1.1,2,23,i,-8,0.1,4,0,-10,1
CCOC(=O)C1CCN(C(=O)c2ccc3c(c2)C(=O)N(c2ccccc2C)C3=O)CC1,-0.2,-1,-21,i,-7,-0.8,-1,-4,6,-1
CCOC(=O)c1c(C)[nH]c(C)c1C(=O)CSc1nc2ccccc2[nH]1,-0.3,2,-2,i,-8,-0.8,1,-21,2,0
Cc1ccc(NC(=O)COC(=O)CNC(=O)c2ccc(C)s2)cc1,-0.4,-2,4,i,1,-1.2,-4,12,-5,0
Cc1cc(C)cc(OCC(=O)Nc2cc(C)on2)c1,-0.8,-7,0,i,-9,-1.3,1,8,4,0
COc1ccccc1NC(=O)c1sc2nc(-c3ccco3)ccc2c1N,-0.1,2,9,+,-9,3.7,24,-32,17,-6
CC(Nc1ccc2ccccc2c1)C(=O)N/N=C/c1ccncc1 (stereo not drawn),-0.1,-1,-13,i,-2,-0.6,3,11,2,-2
CCOC(=O)c1c(C)[nH]c(C(=O)CN2C(=O)NC(C)(c3ccc4ccccc4c3)C2=O)c1C (stereo not drawn),-0.6,-4,2,i,-13,2.0,3,-17,0,-11
CSCC[C@H](NC(=O)c1cccnc1)c1nnc2ccccn12,-0.2,-3,7,i,-4,-0.2,-4,1,1,0
COCCCNC(=O)C1c2ccccc2Oc2ccccc21,0.3,-1,3,i,-1,-1.8,-4,-3,4,1
Cc1nc2sc3c(c2c(=O)o1)CCC3,-0.6,2,3,i,-8,-0.8,3,12,3,10
COc1cccc(CNC(=O)CCC2CCCN(C(=O)c3cc4ccccc4o3)C2)c1 (stereo not drawn),-0.8,-1,2,i,4,-0.3,-9,-1,3,-2
CCn1c(SCc2nc3ccccc3[nH]2)nnc1-c1cccnc1,2.2,-2,-2,i,1,-0.9,-8,8,-2,-2
CC(=O)c1ccc(NC(=O)CSc2cn[nH]n2)cc1,-0.4,0,11,i,-1,-1.3,3,2,-3,1
Cc1cc(C(=O)Nc2cccc(O)c2)co1,0.2,-1,1,i,-18,0.1,6,5,-7,-1
CCOC(=O)C1CCCN(C(=O)C2CCN(c3nnc(-n4cccc4)s3)CC2)C1 (stereo not drawn),0.3,-2,5,i,-6,-0.8,7,4,8,5

# Single records (already shown). Order of values: TbMetRS inhib, STEP inh, SUMO1 PPI mod, Rpn11 block, Scp-1 inhibitor, LMPTP block, NadD block, PABP1 MLLE inh, CSN deneddyl inh, DNMT1 block
# Results for Cc1cc(C)cc(OCC(=O)Nc2cc(C)on2)c1 = -0.8, -7, 0, i, -9, -1.3, 1, 8, 4, 0
# Results for CCC1=NN2C(=N)/C(=C/c3cc(C)n(-c4ccccc4)c3C)C(=O)N=C2S1 = -1.2, -3, -4, i, -1, -2.4, -1, -10, 4, 2
# Results for CCCn1c(=NC(C)=O)c(C(=O)OCC)cc2c(=O)n3ccccc3nc21 = -1.3, 1, -37, i, -5, -0.5, 11, -14, 2, 3
# Results for CCOC(=O)c1c(C)[nH]c(C)c1C(=O)CSc1nc2ccccc2[nH]1 = -0.3, 2, -2, i, -8, -0.8, 1, -21, 2, 0

# (continued)
SMILES,TbMetRS inhib,STEP inh,SUMO1 PPI mod,Rpn11 block,Scp-1 inhibitor,LMPTP block,NadD block,PABP1 MLLE inh,CSN deneddyl inh,DNMT1 block
Cc1cc(OCCN2CCN(S(=O)(=O)c3ccccc3F)CC2)ccc1C(C)C,-0.2,2,2,i,6,3.9,5,-9,-1,-1
COc1cccc2cc(/C(=N/O)c3ccc(Br)cc3)oc12,0.0,-3,-4,i,-9,-0.3,-6,4,-3,3
O=C(Nc1cccc(O)c1)c1cccc(S(=O)(=O)N2CCCC2)c1,-0.5,2,13,i,-22,0.6,1,9,-6,0
Nc1ccc(Cl)c(S(=O)(=O)Nc2ccccc2Cl)c1,0.1,-4,2,i,-1,-0.6,6,6,-6,1
O=C(CSCCO)Nc1cccc([N+](=O)[O-])c1,0.0,0,-16,i,-2,-0.5,-4,2,-13,1
Cc1ccc(-c2cc(C(=O)Nc3cccnc3)c3ccccc3n2)o1,-0.9,1,0,i,60*,2.2,8,-29,12,51*
O=C(O)CCCN1C(=O)C(=O)/C(=C(/O)c2ccc(Cl)cc2)C1c1ccccc1 (stereo not drawn),-0.6,3,-8,i,-7,-1.7,-2,51*,-1,1
COc1ccccc1N1CCN(C2CCCN(C(=O)c3snnc3C)C2)CC1 (stereo not drawn),0.0,-2,3,i,-10,-2.5,1,3,-4,2
COc1ccccc1C(=O)NCCC(=O)Nc1ncccc1O,-0.3,-2,-4,i,1,-0.4,14,17,-3,-1
CCN(CC)CCN(C(=O)c1ccc(CN2CCCCC2)o1)C(C(=O)NC1CCCCC1)c1ccc(F)cc1 (stereo not drawn),-0.4,-1,0,i,-6,-3.3,-5,-13,9,1
Cc1ccccc1-c1nc(CS(=O)(=O)CC(=O)NCCN2CCCC2)c(C)o1,0.0,2,-6,i,-4,5.7,3,-16,1,-3
Cc1ccc(S(=O)(=O)c2ccc(C)cc2)cc1,0.3,0,5,i,-8,-0.9,-5,4,0,1
CCCCn1c(N)c(N(CC(C)C)C(=O)c2ccc(COc3ccccc3)o2)c(=O)[nH]c1=O,-0.1,-4,1,i,-6,0.2,3,-9,-1,1
Cc1cccc(NC(=O)C(=O)NNC(=O)c2ccc(C(C)(C)C)cc2)c1,-0.7,-2,-1,i,9,0.3,5,-3,3,1
Nc1ccccc1C=C1Cc2ccccc2C1=O,-0.1,-2,-34,i,8,1.2,0,-69,9,14
Brc1ccc2cccnc2c1,-0.8,3,2,i,-11,-0.8,-2,-1,6,-4
COC(=O)c1nn(-c2ccccc2)c(Sc2ccc(Cl)cc2)c1/C=N/O,-0.1,-1,0,i,-21,1.1,-14,-5,2,-5
CC(=O)NNc1nc(-c2ccccc2)c2cc(Cl)ccc2n1,-0.1,-1,-12,i,/,-1.3,-2,0,3,3
Cc1onc(-c2ccccc2)c1C(=O)Nc1cccc2nsnc12,0.6,2,32,i,-15,1.7,2,4,1,6
CC(=O)c1ccc(OCC(=O)OCC(=O)N(CC(C)C)c2c(N)n(Cc3ccccc3)c(=O)[nH]c2=O)cc1,-0.5,-1,8,i,-1,-1.3,-1,11,2,0
O=C(CNC(=O)Cc1ccccc1)N=Nc1c(O)[nH]c2ccccc12,-0.1,3,-24,i,2,0.8,-12,6,0,-1
O=C(CC1CCCCC1)NCc1nc(-c2ccccc2)no1,-0.5,0,-3,i,-2,-0.2,-1,-2,5,1
Cc1c(C=NNc2ccccc2)[nH]c(=O)[nH]c1=O,-0.5,-1,-26,i,-2,0.9,5,-2,4,-2
C=CCSc1nc(C)c(Cc2cccc3ccccc23)c(=O)[nH]1,0.2,-1,5,i,-1,3.2,8,2,-2,-2
COc1cc(/C=N/n2nnnc2N)cc(Cl)c1OC,0.2,-2,-7,i,-10,-2.1,-9,0,6,2
N#Cc1cnc(NCc2ccc(Cl)cc2Cl)nc1,-0.7,1,-3,i,-1,-3.2,-8,6,1,-1
CCOC(=O)c1nn(-c2ccc(OCC)cc2)c2nc(-c3cccc(OC)c3)c(C#N)c(=O)n12,0.1,-1,1,i,-4,0.4,-2,-2,-1,12
CC(=O)N1c2ccccc2[C@H](C)[C@H]1C,-0.2,-5,5,i,-5,-0.7,-2,11,0,2
Cc1ccccc1NC(=S)N(CCCN1CCCCC1)Cc1ccco1,-0.6,0,0,i,-8,-0.2,-3,-3,-7,0
C/C(=N\OC(=O)c1ccc(Cl)c(Cl)c1)c1sc(C)nc1C,-0.2,1,-5,i,-5,2.8,-10,11,4,-1
CC(Oc1cccc(F)c1)C(=O)/C=C\N(C)C (stereo not drawn),-0.2,-5,0,i,-4,-2.4,-3,0,5,3
CCCCNc1c(-c2cccnc2)nc2nc(C)cc(C)n12,0.0,/,-6,/,/,0.3,-4,/,-1,/
Cc1[nH]c2ccccc2c1C(=O)C(=O)N1CCN(c2ccccc2F)CC1,7.2*,1,3,i,-7,0.6,-5,9,0,-2
COc1ccc2c(C)cc(=O)[nH]c2c1,-0.5,0,1,i,-2,-0.2,-6,-10,1,2
CCc1nc(C)cn1S(=O)(=O)c1cc([N+](=O)[O-])ccc1Cl,0.0,0,-26,i,-3,-1.6,7,2,-1,-2
CN(CC(=O)Nc1ccc(F)cc1)C(=O)c1cc(-c2ccco2)nc2ccccc12,0.0,3,3,i,70*,28,41*,-69,53*,84*
CN(Cc1cccnc1)Cc1cn(C)nc1-c1ccc(Oc2ccccc2)cc1,0.4,-3,-1,i,-1,-0.8,-7,6,-3,-5
